High-throughput results as filed in PubChem.
Yeast lifespan up: yeast lifespan extension | actives 0.68% (n = 130,000) | S. cerevisiae growth with nicotinamide, OD615; deaD strain in restrictive glucose medium | inhibition of the nicotinamide effect, % at 10 µM | AID 775;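 active = inhibition above a set limit, placed 3 SD over the median of all compounds, cut at about 26% in these data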;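 note: 0% = nicotinamide-treated wells and 100% = cells grown without nicotinamide; some compounds called inactive have numbers as strong as hits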
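System: Modified budding yeast, DeaD strain | Buffer or medium: Restrictive glucose medium | Also added: 1.5 mM nicotinamide | Doses: 10 µM single point, 0.25% DMSO | Schedule: 48 h compound exposure at 30 °C, humidified | Detection: Absorbance at 615 nm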
E-sel TNF inh: TNF alpha driven E-selectin expression inhibition; HUVEC TNFa-induced E-selectin immunofluorescence, high content; inhibition, % at 2 µM; actives 0.71% (n = 120,000); AID 1246;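 active = inhibition above the batch mean plus 3 SD, and confirmed as a hit on visual image review, cut at about 43% in these data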;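 note: 0% = TNF-stimulated DMSO wells and 100% = unstimulated control wells; not every result past the cut was called active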
Yeast growth inh: yeast BB579 growth reduction in restrictive medium | S. cerevisiae BB579 growth, OD615, 48 h | inhibition, % at 10 µM | actives 0.51% (n = 140,000);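 active = inhibition above a set limit, 3 SD over the mean compound inhibition, cut at about 44% in these data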; note: inactives centre near -24
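Assay system: S. cerevisiae DeaD strain BB579 yeast. Medium: CSMM-D restrictive synthetic medium containing dextrose (glucose). Times: 4 h cell preincubation, 48 h compound exposure, 30 °C humidified. Signal: OD615 turbidity measurement. Benchmarks: positive control amphotericin B 10 µg/mL.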
HCT116 PTEN-null: suppresses growth of cells with PTEN deletion. viability, % at 10 µM. actives 1.2% (n = 140,000). HCT116 PTEN-null viability, CellTiter-Glo, 60 h; active compounds read low. AID 827;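 active = viability at or below a set limit, 4 SD under the median of all tested compounds, cut at about 3.7% in these data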;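 note: PTEN knockout HCT116 line with beta catenin targeted HCT116 as companion control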
NPY Y2 blocker: NPY-Y2 (human) receptor antagonism; P49146; NPY-Y2 expressing cells, antagonist mode; inhibition, % at 2.7 µM; actives 0.99% (n = 140,000); AID 793; in the data active = inhibition above about 17%;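 note: 0% = vehicle with agonist challenge and 100% = reference antagonist with challenge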
Target sequence (P49146 whole entry, looked up): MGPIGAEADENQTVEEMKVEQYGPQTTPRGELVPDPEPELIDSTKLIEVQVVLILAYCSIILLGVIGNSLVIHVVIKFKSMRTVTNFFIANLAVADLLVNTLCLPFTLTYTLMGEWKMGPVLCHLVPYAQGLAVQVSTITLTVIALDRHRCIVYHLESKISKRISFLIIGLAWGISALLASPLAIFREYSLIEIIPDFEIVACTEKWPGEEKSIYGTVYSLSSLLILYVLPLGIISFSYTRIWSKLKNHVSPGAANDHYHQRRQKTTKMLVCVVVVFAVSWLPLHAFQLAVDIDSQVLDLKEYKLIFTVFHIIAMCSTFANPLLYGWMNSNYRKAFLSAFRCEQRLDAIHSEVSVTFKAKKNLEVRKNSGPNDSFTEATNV
MRP1 act: MRP-1 activation. viability increase, % at 10 µM. H69AR cells + doxorubicin, viability rescue, CellTiter-Glo. AID 799. actives 0.61% (n = 140,000);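 active = viability gain under doxorubicin at or above a set limit, the compound median plus 3 SD, cut at about 4.7% in these data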;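 note: MRP-1 overexpressing cells given doxorubicin 25 µM after compound pretreatment; 18-22 h compound pretreatment then 72 h with doxorubicin before readout; 0% = doxorubicin-only wells and 100% = vehicle-treated cells without doxorubicin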
HCT116 bCat-KO: beta-catenin-lacking colon tumor cell growth suppression; HCT116 beta-catenin knockout viability, CellTiter-Glo, 60 h; active compounds read low; viability, % at 10 µM; actives 1.5% (n = 140,000);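 active = viability at or under a set limit, the compound median less 4 SD, cut at about 6% in these data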;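 note: 0% = Hyamine 1622 control at 20 µM and 100% = untreated cell control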
Measles CPE: protection of cells from measles virus | Measles virus-infected cells, CPE protection, absorbance | actives 1.5% (n = 140,000) | protection (pct of control), % at 4 µM | AID 841; in the data active = protection mostly above about 24%, no sharp cut-off; inactive = mostly below about 26%; note: some compounds called inactive have numbers as strong as hits
GALR2 blocker: GALR2 (human) receptor antagonism | O43603 | GALR2-expressing cells, antagonist mode | inhibition, % at 4 µM | actives 0.39% (n = 140,000); in the data active = inhibition above about 27%;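 note: cells stimulated with galanin 1-16 at roughly its EC80; 0% = agonist challenge control and 100% = basal control without agonist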
Target sequence (O43603 whole entry, looked up): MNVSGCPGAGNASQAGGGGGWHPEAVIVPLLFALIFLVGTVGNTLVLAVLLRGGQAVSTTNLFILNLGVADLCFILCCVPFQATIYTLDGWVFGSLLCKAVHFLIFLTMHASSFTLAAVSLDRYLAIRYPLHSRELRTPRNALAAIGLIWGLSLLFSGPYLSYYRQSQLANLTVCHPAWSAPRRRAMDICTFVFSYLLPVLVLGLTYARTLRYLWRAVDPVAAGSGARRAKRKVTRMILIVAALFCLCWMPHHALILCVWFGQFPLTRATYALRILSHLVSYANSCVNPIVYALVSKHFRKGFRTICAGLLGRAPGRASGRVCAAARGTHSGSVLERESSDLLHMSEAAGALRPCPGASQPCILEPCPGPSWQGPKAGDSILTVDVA
Phagocyt inh: blocks phagocytosis by macrophages; actives 0.07% (n = 110,000); inhibition, % at 5 µM; J774A.1 macrophage IgG-bead phagocytosis, imaging;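 active = inhibition above the mean of the plate negative controls plus 5 SD, cut at about 13% in these data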;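 note: phagocytic index as fraction of beads internalized from green versus red external bead signal; plate controls were DMSO negative control for no effect and cytochalasin-D positive control for full effect; some results beyond the cut were filed as inactive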
Active calls of the source: *; x = no result given. An unsorted share of the library; 6.2% or so of the library scored in one or more.

cpd	Structure	Yeast lifespan up	E-sel TNF inh	Yeast growth inh	HCT116 PTEN-null	NPY Y2 blocker	MRP1 act	HCT116 bCat-KO	Measles CPE	GALR2 blocker	Phagocyt inh
1	Cc1ccc(NC(=S)Nc2ccc(Br)cc2)cc1	-24	11	-53	81	2	-3.7	79	9	0	x
2	CC1(c2cccc3ccccc23)NC(=O)N(CC(=O)NC2CCS(=O)(=O)C2)C1=O (stereo not given)	1	x	-20	93	3	-0.7	92	5	10	-5
3	COc1ccccc1OCC(=O)NCCSCc1ccccc1Cl	-5	x	-5	98	5	-2.2	83	8	-10	4
4	Brc1ccc2nc(CSc3ncn[nH]3)cn2c1	0	25	-58	109	1	2.4	108	9	2	0
5	OCCn1c(-c2ccc3c(c2)OCO3)csc1=Nc1ccccc1	-30	-17	-25	43	3	-1.8	36	4	-4	0
6	COc1ccc(C2=Nn3c(nnc3C3CCCCC3)SC2)cc1OC	-6	7	-13	55	58*	-5.4	60	4	-13	0
7	CCOC(=O)C1CCN(C(=O)COC(=O)CCOc2ccc(C)cc2)CC1	0	-51	-8	98	10	-1.0	89	x	-2	1
8	O=C(c1n[nH]c(=O)c2ccccc12)N1CCN(c2ccc(F)cc2)CC1	-12	52	-11	114	-1	0.5	105	5	1	-1
9	N=c1ncn(CC(O)CO)c2nc(N3CCOCC3)[nH]c12 (stereo not given)	-8	-18	-4	84	0	0.0	85	5	-6	0
10	Cc1c(NC(=O)/C(C#N)=C/c2ccc(-c3cccc(Cl)c3)o2)c(=O)n(-c2ccccc2)n1C	-2	x	-21	62	15	-3.1	65	5	2	x
11	O=C(CSc1nnc(-c2ccccc2)n1-c1ccccc1)NCc1ccco1	-6	9	-41	101	0	-0.7	102	4	-1	2
12	Nc1cc(C(=O)O)ccc1N1CCCCCC1	-3	11	-5	100	1	1.7	93	6	0	-2
13	Cn1ccnc1SCC(=O)Nc1cc(S(=O)(=O)N2CCOCC2)ccc1Cl	5	x	-32	99	-1	-1.2	101	15	9	-4
14	O=C1C(=O)N(CCN2CCOCC2)C(c2ccccn2)/C1=C(/O)c1ccc(F)cc1 (stereo not given)	-3	20	-6	106	2	-0.7	104	0	-10	0
15	CCn1c(SCc2nc3ccccc3[nH]2)nnc1-c1ccccc1OC	-4	30	-10	87	0	-3.1	90	2	15	1
16	N#Cc1c(NC(=O)COC(=O)C2CC3C=CC2C3)oc(-c2ccccc2)c1-c1ccccc1 (stereo not given)	-8	-14	-38	93	7	-2.6	93	2	-2	-5
17	CCSc1cnn(-c2ccccc2)c(=O)c1SCC	-1	-12	-11	x	4	-0.2	100	39	3	0
18	O=C(COC(=O)c1ccc(S(=O)(=O)Nc2ccccc2)cc1)NCCC1=CCCCC1	-1	8	-25	95	-1	-0.3	103	17	-4	x
19	Cc1ccc(NC(=O)C2(S(=O)(=O)c3ccc(C)cc3)CC2)cc1	1	1	-2	92	4	-0.7	100	27	-8	-2
20	COc1ccc(C(=O)n2cnc(N)n2)cc1	-13	x	-19	119	2	-0.1	102	11	-13	2
21	CCOc1ccc(/C=C/C(=O)c2ccc(-c3ccccc3)cc2)cc1	3	x	-44	87	4	-1.2	97	11	-9	-2
22	c1ccc(CCn2nnnc2C(c2cccs2)N2CCN(Cc3ccc4c(c3)OCO4)CC2)cc1 (stereo not given)	-15	-9	10	79	11	-2.0	91	11	-2	4
23	COc1ccccc1-c1nnc(SCC(=O)N2CCOCC2)n1-c1ccccc1	-4	4	-10	80	2	-2.3	82	4	0	-5
24	Cc1ccnc(N2CCC(C(=O)Nc3ccc4c(c3)OCO4)CC2)n1	-4	-11	-43	111	4	-1.1	92	27	15	-4
25	COc1cc(/C=N/NC(=O)c2cnccn2)ccc1O	-5	x	-16	95	1	-2.0	89	11	4	-8
26	N#Cc1ccc2ccn(CC(=O)NC3CCCCC3)c2c1	-19	-13	-28	90	7	-3.1	82	3	-4	0
27	Cc1nc2ccccn2c1C(=O)CSc1ccc(Cl)cc1Cl	3	x	-32	81	-2	-1.7	88	8	-13	0
28	N#CC(C(=O)O)=C1CCCC1	-6	20	-33	108	2	-1.2	99	25	7	-1
29	Cc1c(NC(=O)/C=C/c2cccs2)c(=O)n(-c2ccccc2)n1C	-3	5	-32	78	3	-1.3	83	3	1	1
30	COc1ccc(S(=O)(=O)Nc2ccc3ccccc3c2)cc1C	-6	-72	-34	28	0	0.0	10	3	-3	0
31	CC(=O)N1N=C(c2ccccc2)OC1(C)CC(=O)Nc1ccccc1 (stereo not given)	5	-2	-20	87	0	0.1	97	5	1	7
32	CC(=O)OC(C(=O)NC1CCCCC1)c1ccc(Cl)cc1 (stereo not given)	-7	-28	0	88	4	-1.8	89	6	-10	-1
33	O=C(Cc1ccc(Cl)cc1)NC(=S)Nc1ccccc1N1CCOCC1	-1	-18	-25	73	1	-2.0	82	11	0	-9
34	COc1ccccc1N1CCN(C(=O)Cn2c(=O)[nH]c3ccsc3c2=O)CC1	-9	-88	-1	89	2	0.2	94	3	8	0
35	Cc1noc(C)c1S(=O)(=O)N1CCCC(C(=O)N2CCC(C)CC2)C1 (stereo not given)	-2	29	-6	95	0	-2.7	90	0	7	-1
36	CN(Cc1ccccc1)C(=O)CCn1c(=O)oc2ccccc21	-3	-12	-22	89	3	-3.9	92	21	-2	2
37	Cc1sc(NC(=O)C2CC=CCC2C(=O)O)c(C(=O)OC(C)C)c1C (stereo not given)	2	-4	-14	102	2	-0.7	99	7	-4	x
38	O=C(O)CCC(=O)Nc1ccc(Br)c(Cl)c1	-9	75*	-61	93	3	-0.3	99	43	0	2
39	Cc1cc(N2CCCC2=O)cc(C)c1S(N)(=O)=O	-5	-30	-90	107	2	-0.7	96	6	4	-1
40	CC(C)NC(=O)CSc1nnc(-c2ccc(S(=O)(=O)N3CCCC3)cc2)n1CC1CCCO1 (stereo not given)	-6	54	-22	100	-1	-0.2	104	31	4	-2
41	CCOc1cc(NC(=O)c2ccco2)c(OCC)cc1NC(=O)Cc1ccc(OC)c(OC)c1	-10	x	-3	64	0	-2.5	97	29	-6	0
42	COc1ccccc1CNc1ccc(N2CCCCC2)cc1	-5	2	-72	83	-9	-1.1	78	7	1	x
43	CSC1=N/C(=C\c2ccc(F)cc2)C(=O)S1	-18	-20	-55	111	-2	-1.8	106	16	-3	0
44	Cc1nn(-c2ccccc2)c(N2CCCC2)c1/C=N/n1cnc2scc(-c3ccccc3)c2c1=O	-13	-3	-46	51	2	-1.5	67	21	-5	-2
45	C/C(CCC1CC(C)OC1=O)=N/Nc1nc(-c2ccccc2)cs1 (stereo not given)	-4	x	-32	89	0	-3.3	93	25	17	-11
46	Cn1cc(S(=O)(=O)Nc2cccc(F)c2)c(=O)n(C)c1=O	-8	6	13	89	-1	-2.1	89	13	2	0
47	CCOC(=O)c1c(C)nc(-c2ccccc2)nc1N	-18	-57	-15	88	0	-1.8	89	4	-4	-1
48	COc1ccc(N2CCN(c3oc(-c4ccc(OC)c(OC)c4)nc3C#N)CC2)cc1	-14	x	-68	93	1	-0.5	92	21	7	-1
49	COc1nc(-c2ccccc2)ccc1-c1noc(-c2cccnc2)n1	-22	x	-47	84	6	-1.7	94	2	5	0
50	CCOC(=O)c1ccc(N2Cc3ccccc3C2=NC(=O)c2cccs2)cc1	-4	11	-18	89	1	0.7	91	5	-1	-6
51	Cc1ccc(/C=N/Nc2nnc(Cl)c3ccccc23)cc1	-4	11	-3	58	5	-2.6	63	13	10	-1
52	O=C(Nc1ccccc1C(=O)NCCCn1ccnc1)c1ccccc1	-8	9	7	90	-2	-0.1	92	7	-4	-1
53	COC(=O)c1ccccc1NC(=S)NC(=O)c1ccc2ccccc2c1	0	x	-3	101	10	-2.5	97	4	8	x
54	CC1CCC(Nc2nnnn2-c2ccccc2)CC1 (stereo not given)	-10	3	-43	77	2	0.4	101	10	-5	x
55	Cc1nc2nc(SCC(=O)N3CCOCC3)nn2c(C)c1Cc1c(F)cccc1Cl	-8	-69	-82	88	9	-2.5	95	2	-3	-1
56	C#CCn1c(=NC(=O)c2ccc(S(=O)(=O)N3CCCc4ccccc43)cc2)sc2cc(S(N)(=O)=O)ccc21	6	x	-41	65	5	0.5	62	14	-2	-6

New compounds follow
cpd	Structure	Yeast lifespan up	E-sel TNF inh	Yeast growth inh	HCT116 PTEN-null	NPY Y2 blocker	MRP1 act	HCT116 bCat-KO	Measles CPE	GALR2 blocker	Phagocyt inh
57	O=C(NC12CC3CC(CC(C3)C1)C2)C1CC(=O)N(c2ccccc2)C1 (stereo not given)	x	6	-7	98	3	1.2	94	5	-4	x
58	C=CCOC(=O)C1=C(C)N(C)C(=O)NC1c1cc2c(cc1Br)OCO2 (stereo not given)	-9	-7	5	80	5	-0.6	85	1	9	-1
59	CC(=O)c1cnc(Nc2ccccc2)s1	-14	8	-33	83	1	-3.3	99	11	-10	-2
60	O=C1c2ccccc2C(Nc2ccc3c(c2)OCCO3)N1Cc1ccc2c(c1)OCO2 (stereo not given)	-3	x	-17	90	3	-0.8	86	4	13	0
61	CCCC(=O)Nc1cc(-c2nc3ncccc3o2)ccc1C	x	12	1	101	0	1.7	87	13	-1	x
62	CCOC(=O)c1cnc2ccc(OC)cc2c1Nc1ccc2c(c1)OCCO2	-26	3	12	31	9	-4.0	36	3	-4	0
63	COc1ccc(C(=O)Cn2nnc(-c3ccccc3NC(=O)C(F)(F)F)n2)cc1	-9	-4	-38	109	5	-0.3	105	6	-8	x
64	Cc1ccc(NC(=S)N2CCN(C(=O)C3CCCO3)CC2)cc1 (stereo not given)	0	16	-17	92	1	-1.5	93	5	-9	7
65	CN(C)c1ccc(NC(=O)Nc2ccc3snnc3c2)cc1	-5	17	-73	104	-5	-0.6	99	2	3	-4
66	CN1CC2(C(=O)c3ccccc3)CN(C)CC(C(=O)c3ccccc3)(C1)C2	-7	x	-15	78	-1	-3.1	64	11	-6	0
67	O=C(CCCOc1ccccc1)N1CCCc2ccccc21	-6	5	-32	88	6	-2.3	93	19	-25	-2
68	O=C(COc1ccccc1)NC(NC(=S)Nc1ccccc1C(=O)O)C(Cl)(Cl)Cl (stereo not given)	-13	-5	-2	99	1	0.8	96	5	-13	x
69	CCCn1c(CCC(=O)O)ccc1-c1cccs1	-2	x	11	94	4	-1.3	88	25	4	-2
70	O=C(Nc1ccc2c(c1)Cc1ccccc1-2)c1ccc(Br)o1	x	-1	-28	90	6	1.7	96	6	-3	x
71	O=C(CNS(=O)(=O)c1cccc2nsnc12)NC1CCCCC1	-2	-23	0	102	1	0.3	96	2	7	1
72	Cc1cccc(-n2nnc(C(=O)NCc3ccccc3)c2N)c1	-6	10	-35	98	3	1.3	90	26	6	x
73	CCCCOc1ccc(-c2nnn(CC(=O)NCCc3c[nH]c4ccccc34)n2)cc1	-15	-9	-59	76	2	-1.0	74	32	-1	0
